RGS4 act: potentiators or activators of RGS4. HEK293 M3R/inducible RGS4, carbachol calcium flux Fluo4; stronger effect = lower value. B-score at 10 µM. 0.92% of 310,000 active. AID 463111;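 active = B-score of the integrated calcium signal more than 4 SD below the library mean, with starting fluorescence not abnormally high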;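 also: negative B-score means reduced calcium response which marks RGS4 activation or potentiation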
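test system = M3R-expressing HEK293 line, RGS4 induced by doxycycline | probe or stimulus = carbachol at ECmax as muscarinic agonist stimulus | timing = dye loading 30 min 37 °C, buffer rest 30 min RT | signal = calcium dye Fluo4 fluorescence | evaluation = B score from integrated fluorescence ratio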
TRPC6 act: activates the mouse TRPC6 cation channel; Q61143; HEK293-TRPC6 membrane potential dye fluorescence; stronger effect = higher value; B-score at 10 µM; 0.13% of 310,000 active;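 active = B-score of the integrated fluorescence ratio above library mean plus 3 SD, and starting fluorescence ratio within library mean plus 5 SD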;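 also: higher score means more depolarization so channel activation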
TRPC6 inhibitor: inhibitors of mouse TRPC6 channel | Q61143 | HEK293-TRPC6, membrane potential dye, ACh-evoked depolarization; stronger effect = lower value | B-score at 10 µM | 1.1% of 310,000 active | AID 2553;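 active = B-score under library mean minus 3 SD, initial fluorescence not abnormally high, positive integrated signal ratio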;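 also: B-score derived from integrated fluorescence ratio over the kinetic read; more negative B-score means stronger inhibition of depolarization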
RGS4 block: inhibitors of human RGS4; AID 463165; B-score at 10 µM; 0.45% of 310,000 active; P49798; HEK293 M3R/RGS4 inducible, Fluo-4 calcium flux; stronger effect = higher value; triggered by carbachol at its EC20;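 active = B-score, a plate-corrected calcium signal, over three deviations above library mean, with baseline fluorescence within five deviations of library mean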;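 also: RGS4 expression induced by doxycycline in cells with stable M3 receptor; B-score is computed from the integrated fluorescence ratio over baseline after carbachol; higher B-score means a larger calcium signal and so more RGS4 inhibition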
MrgX1 agonist: human MrgX1 receptor agonism, primary screen; Q96LB2; MrgX1-HEK293 cells, Fluo-4 calcium fluorescence, agonist mode; stronger effect = higher value; B-score at 10 µM; 0.44% of 310,000 active; AID 588627;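 active = calcium response B-score plate-corrected fluorescence ratio at least 3 library SD, with starting fluorescence B-score inside 5 SD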
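times = overnight plating, then 30 min 37 °C plus 30 min room-temperature dye loading | assay system = stable human MrgX1 HEK293 cell line | input = fifteen thousand cells per well | signal = kinetic calcium dye fluorescence, Fluo-4 NW | dosing = compound delivered in addition one of three | read-out = B-scored fluorescence response ratio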
HDAC3 inhib: inhibitors of human histone deacetylase 3. recombinant HDAC3, fluorogenic peptide/trypsin coupled, fluorescence. inhibition, % at 8.3 µM. 0.15% of 320,000 active. AID 2718; in the data active = inhibition above about 26%, passing the limit was not always enough; inconclusive = no clear call, values can overlap the other calls
SKKanGAS inh: SKKanGAS growth inhibition. S. pyogenes SKKanGAS, kanamycin growth, BacTiter-Glo, 6 h. 1.3% of 300,000 active. inhibition, % at 7.5 µM;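 active = mean replicate score, as percent of positive control median, at least 50; inconclusive = mean below 50 but one replicate at or above 50; inactive = mean and every replicate below 50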;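 also: strain carries kanamycin resistance gene driven by streptokinase promoter and grows in 40 µg/ml kanamycin; loss of luminescence reflects streptokinase promoter inhibition or plain growth inhibition; 0% = median of DMSO wells and 100% = positive control at its reference dose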
ANO1 block: blocks the mouse calcium-activated chloride channel TMEM16A; Q8BHY3; HEK293 TMEM16A/YFP iodide influx fluorescence, ionomycin; normalized B-score (activity score, 25-100; higher = stronger inhibition) at 10 µM; 1.2% of 310,000 active; AID 588511;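 active = ratio plate-corrected score three or more library SD toward inhibition, starting fluorescence score within five deviations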;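 also: score derived from kinetic fluorescence span divided by baseline fluorescence per well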
Target sequence (Q8BHY3 whole entry, looked up): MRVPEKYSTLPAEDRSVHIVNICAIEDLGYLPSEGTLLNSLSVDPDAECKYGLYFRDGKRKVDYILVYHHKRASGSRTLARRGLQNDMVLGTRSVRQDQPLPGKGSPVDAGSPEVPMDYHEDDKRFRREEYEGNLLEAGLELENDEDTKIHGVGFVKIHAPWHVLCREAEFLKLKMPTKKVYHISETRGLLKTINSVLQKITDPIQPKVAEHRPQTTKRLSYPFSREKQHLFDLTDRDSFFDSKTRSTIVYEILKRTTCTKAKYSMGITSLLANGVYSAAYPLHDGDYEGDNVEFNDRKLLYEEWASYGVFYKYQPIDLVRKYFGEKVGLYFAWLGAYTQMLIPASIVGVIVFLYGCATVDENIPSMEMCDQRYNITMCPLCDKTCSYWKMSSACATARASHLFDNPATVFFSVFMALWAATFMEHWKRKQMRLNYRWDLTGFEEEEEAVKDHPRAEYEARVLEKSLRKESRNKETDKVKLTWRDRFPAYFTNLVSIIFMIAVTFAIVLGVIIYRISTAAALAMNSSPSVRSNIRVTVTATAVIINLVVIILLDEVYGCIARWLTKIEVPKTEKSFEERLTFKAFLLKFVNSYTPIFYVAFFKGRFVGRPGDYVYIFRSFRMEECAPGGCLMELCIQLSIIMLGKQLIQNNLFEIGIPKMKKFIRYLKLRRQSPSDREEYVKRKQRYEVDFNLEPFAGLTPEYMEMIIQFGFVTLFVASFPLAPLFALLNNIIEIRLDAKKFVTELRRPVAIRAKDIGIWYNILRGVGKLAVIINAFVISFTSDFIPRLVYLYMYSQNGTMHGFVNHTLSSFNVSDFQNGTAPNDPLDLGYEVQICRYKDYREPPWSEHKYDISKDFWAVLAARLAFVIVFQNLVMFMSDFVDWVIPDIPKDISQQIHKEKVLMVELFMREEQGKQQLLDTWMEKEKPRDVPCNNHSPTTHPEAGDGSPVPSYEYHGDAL
MrgX1 PAM: human MrgX1 positive allosteric modulation, primary screen | Q96LB2 | MrgX1-HEK293, Fluo-4 calcium flux, FDSS; stronger effect = higher value | B-score at 10 µM | 0.63% of 310,000 active | AID 588675;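 active = plate-corrected calcium response at least 3 library SD above typical, normal starting fluorescence, not activating the receptor alone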;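 also: compound read alongside a low EC10 to EC30 dose of BAM8-22 agonist; peak minus trough fluorescence over baseline measured at the second addition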
ANO1 activ: activates or potentiates the mouse TMEM16A chloride channel. Q8BHY3. B-score at 10 µM. 0.3% of 340,000 active. AID 623877. HEK293 TMEM16A/YFP-H148Q/I152L, iodide quench fluorescence; stronger effect = lower value;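 active = fluorescence-ratio B-score plate-corrected deviation score at least 3 library SD below zero, with starting fluorescence score within 5 deviations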;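 also: channel opened by trigger with iodide after compound preincubation; score built on the fluorescence ratio of max minus min over baseline; more negative score means more quench and so TMEM16A activation or potentiation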
MrgX1 antag: antagonists of human MrgX1 receptor | Q96LB2 | MRGX1-HEK293 calcium flux, Fluo-4, BAM8-22 antagonism; stronger effect = lower value | B-score at 10 µM | 1.3% of 310,000 active | AID 588676;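 active = calcium-response B-score plate-corrected more than 3 library SD below zero, starting fluorescence within 5 deviations, no agonist response on first addition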;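 also: peak minus trough fluorescence over baseline after final BAM8-22 challenge near maximal dose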
* hit, by the source's call; i = inactive; ? = inconclusive; · = no result given. Not a hit list (roughly 6.7% active in at least one column).

SMILES	RGS4 act	TRPC6 act	TRPC6 inhibitor	RGS4 block	MrgX1 agonist	HDAC3 inhib	SKKanGAS inh	ANO1 block	MrgX1 PAM	ANO1 activ	MrgX1 antag
Cc1ccnn1CCC(=O)N1CCCC(Nc2ccc(F)c(F)c2)C1 (stereo not drawn)	i	i	i	i	i	-5	-7	i	i	i	i
CCN(CC)S(=O)(=O)c1ccc(Cl)c(NC(=O)c2ccc(C#N)cc2)c1	i	i	i	i	i	-7	7	i	i	i	i
O=C(NNS(=O)(=O)c1ccccc1F)c1sccc1-n1cccc1	i	i	i	i	i	-2	4	i	i	i	i
c1ccc(CSc2ccc(-c3ccco3)nn2)cc1	i	i	i	i	i	·	4	i	i	i	i
COC(=O)C1C(=O)c2c(n[nH]c2C)CC1(C)C (stereo not drawn)	i	i	i	i	i	2	-3	i	i	i	i
O=C1[C@@H]2C(c3cccnc3)=NO[C@@H]2C(=O)N1c1ccc(Br)cc1	i	i	i	i	i	·	-1	i	i	i	i
O=C(NNC(=O)c1cnccc1C(F)(F)F)c1ccccc1	i	i	i	i	i	-2	3	i	i	i	i
CSc1cccc(NC(=O)c2ccccn2)c1	i	i	i	i	i	1	-4	i	i	·	i
CCOC(=O)Cn1nnc2c(sc3nc4c(c(-c5ccc(Cl)cc5)c32)CCC4)c1=O	i	i	i	i	i	-5	15	i	i	i	i
COc1ccccc1CCNC(=O)Cn1c(=O)oc2ccccc21	i	i	i	i	i	-11	-6	i	i	i	i
O=C(NC(=S)NCc1ccccc1)c1cccnc1	i	i	i	i	i	2	1	i	i	i	i
Fc1ccc(Br)cc1C1C=C(c2ccc(Br)s2)Nc2ncnn21 (stereo not drawn)	i	i	i	i	i	-8	?	i	i	i	i
CCCOc1ccc(CNC(=S)N/N=C/c2ccc([N+](=O)[O-])cc2)cc1	i	i	i	i	i	5	7	i	i	i	i
COc1ccc(COC(=O)c2ccc(N3CCCC3=O)cc2)cc1F	i	i	i	i	i	-2	-3	i	i	i	i
CN(C)c1ccc(CNc2ccc3c(c2)ncn3C)cc1	i	i	i	i	i	7	3	i	i	·	i
Brc1ccc2nc(-c3cccs3)c(NCC3CCCO3)n2c1 (stereo not drawn)	i	i	i	i	i	0	8	i	i	i	i
CCC(C(=O)NN1C(=O)c2ccccc2C1=O)c1ccccc1 (stereo not drawn)	i	i	i	i	i	3	1	i	i	i	i
CC(=O)c1cccc(NC(=O)N2CCC(NC(=O)c3ccco3)CC2)c1	i	i	i	i	i	1	-7	i	i	i	i
C(=N\Nc1nc2ccccc2s1)/c1ccccn1	i	i	i	i	i	11	75*	i	i	i	i
Cc1cc(C)nc(NC(=O)CSc2ncccn2)n1	i	i	i	i	i	-7	-2	i	i	·	i
CCc1nnc(NC(=O)C2CC(=O)N(Cc3ccco3)C2)s1 (stereo not drawn)	i	i	i	i	i	-14	3	i	i	i	i
COc1ccc(NS(=O)(=O)c2ccc(NC(=O)c3ccccc3Br)cc2)nn1	i	i	i	i	i	12	14	i	i	i	i
Cc1cccc(-c2nc(CS(=O)CC(=O)NC3CCCCC3)c(C)o2)c1 (stereo not drawn)	i	i	i	i	i	3	-8	i	i	i	i
COC(=O)C1=C(C(=O)c2ccc(C)cc2)C(c2ccc(OC)c(OC)c2)n2nnnc2N1 (stereo not drawn)	i	i	i	i	i	13	-13	i	i	i	i
OCCCNC(=S)Nc1ccc2nc(-c3ccccn3)c(-c3ccccn3)nc2c1	i	i	i	i	i	·	-2	i	i	i	i

Other results.
SMILES	RGS4 act	TRPC6 act	TRPC6 inhibitor	RGS4 block	MrgX1 agonist	HDAC3 inhib	SKKanGAS inh	ANO1 block	MrgX1 PAM	ANO1 activ	MrgX1 antag
Cn1c2ccccc2c2cnn(CC(=O)N3CCCCC3)c(=O)c21	i	i	i	i	i	-3	-6	i	i	i	i
COc1cccc(/C=N/Nc2ccc([N+](=O)[O-])cc2)c1O	i	i	i	i	i	2	16	i	i	i	i
Cc1cc(C)c(NC(=O)CCN2CCN(Cc3ccccc3)CC2)c(C)c1	i	i	i	i	i	-5	-3	i	i	i	i
C=CCn1c(-c2ccoc2)n[nH]c1=S	i	i	i	i	i	-11	0	i	i	i	i
O=[N+]([O-])c1cccc(-c2n[nH]c(=S)n2Cc2ccccc2)c1	i	i	i	i	i	0	-1	i	i	i	-17*
NNC(=O)CCN(Cc1ccco1)S(=O)(=O)c1ccc(Cl)cc1	i	i	i	i	i	6	4	i	i	i	i
Cc1nccn1CCc1n[nH]c(=S)n1Cc1ccccc1	-9.5*	i	-6.5*	i	i	9	3	i	i	i	i
O=S(=O)(c1cnc(Cl)c(Cl)c1)N1CCc2ccccc21	i	i	i	i	i	6	13	i	i	i	i
CCOC(=O)C1(Cc2cccc(OC)c2)CCN(Cc2ccc(OC)c(O)c2)CC1	i	i	i	i	i	1	-14	i	i	i	i
O=S(=O)(NC1CCCCC1N1CCC(O)CC1)c1ccc(Cl)cc1 (stereo not drawn)	i	i	i	i	i	-6	-4	i	i	i	i
O=C1CSC(=S)N1/N=C/c1cccc(C(F)(F)F)c1	i	i	i	i	i	5	-3	i	i	i	i
O=C(CSc1ccc2c(c1)OCCO2)Nc1cccc(S(=O)(=O)N2CCCCC2)c1	i	i	i	i	i	5	2	i	i	i	i
Cc1cc(N)n2ncc(-c3ccccc3)c2n1	i	i	i	i	i	10	-7	i	i	i	i
O=C(O)c1nn(CCOc2c(Cl)cccc2Cl)c(=O)c2ccccc12	i	i	i	i	i	-1	-1	i	i	i	i
CCCn1nc(C(=O)NC2CCCc3ccccc32)c2ccccc2c1=O (stereo not drawn)	i	i	i	i	i	·	-3	i	i	i	i
BrC(=C\c1ccccc1)/C=N/N1CCN(c2ccccn2)CC1	i	i	i	i	i	16	-13	i	i	i	i
O=C(NCc1ccc(Cl)cc1)C1CCN(S(=O)(=O)c2cccnc2)CC1	i	i	i	i	i	7	-7	i	i	i	i
Cc1ccc(S(=O)(=O)N2CCCCC2)cc1NC(=O)COC(=O)c1ccc2c(c1)OCO2	i	i	i	i	i	3	-4	i	i	i	i
Cc1ccc(F)cc1NC(=O)CCNC(=O)c1ccc([N+](=O)[O-])cc1	i	i	i	i	i	-3	17	i	i	i	i
CCN(CC(=O)Nc1ccccc1C(F)(F)F)C(=O)CCS(=O)(=O)c1ccc(C)cc1	i	i	i	i	i	6	-3	i	i	i	i
O=C(COc1ccccc1[N+](=O)[O-])N/N=C/c1ccncc1	i	i	i	i	i	-10	0	i	i	i	i
Cc1sc2ncn(CC(=O)N3CCN(c4ccccc4)CC3)c(=O)c2c1S(=O)(=O)N1CCOCC1	i	i	i	i	i	2	-1	i	i	i	i
CCCCCCCN1CCN=C1N(C)C	·	·	·	·	i	7	·	i	i	i	i
COC(=O)c1ccc(N2CCN(S(=O)(=O)c3c(C)cc(C)cc3C)CC2)c([N+](=O)[O-])c1	i	i	i	i	i	1	-7	i	i	i	i
C=CCc1cc(C)ccc1OCCCn1ccnc1	i	i	i	i	i	-2	6	i	i	i	i

Next results follow.
SMILES	RGS4 act	TRPC6 act	TRPC6 inhibitor	RGS4 block	MrgX1 agonist	HDAC3 inhib	SKKanGAS inh	ANO1 block	MrgX1 PAM	ANO1 activ	MrgX1 antag
COc1ccc(S(=O)(=O)N2CCN(C(=O)NCc3ccc(C)cc3)CC2)cc1	i	i	i	i	i	-1	3	i	i	i	i
CCCc1cc(-n2cnc3ccccc32)n2c(nc3ccccc32)c1C#N	i	i	i	i	i	1	-17	i	i	i	i
CCCCCC(=O)N(O)C1CC(=O)N(c2ccccc2)C1=O (stereo not drawn)	i	i	i	i	i	75*	3	i	i	i	i
C/C(CC(=O)Nc1cc(C)ccn1)=N\NC(=O)C(=O)Nc1cccc(C)c1	i	i	i	i	i	-4	-3	i	i	i	i
CC(=O)N1CCN(C(=O)c2ccc(OC3CCN(Cc4ccccn4)CC3)cc2)CC1	i	i	i	i	i	7	-5	i	i	i	i
CC(OC(=O)Cc1c(F)cccc1Cl)C(=O)NC1(C#N)CCCCC1 (stereo not drawn)	i	i	i	i	i	3	-4	i	i	i	i
C#CCNc1c2c(nc3nnnn13)CCCC2	i	i	i	i	i	1	-2	i	i	i	i
C=CCn1c(SCC(=O)Nc2ccc(OC)cc2)nnc1-c1cnccn1	i	i	i	i	i	2	-1	i	i	i	i
O=C(OCC#CCSc1nc2ccccc2o1)c1ccco1	i	i	i	i	i	8	-3	i	i	i	i
O=C(CN1CCc2ccccc21)NCc1ccc2c(c1)OCO2	i	i	i	i	i	-2	3	i	i	i	i
CCCCn1c(CCCNC(=O)CC)nc2ccccc21	i	i	i	i	i	·	-1	i	i	i	i
COc1cccc(NC(=O)Cn2c(SCC(=O)N3CCOCC3)nc3ccccc32)c1	i	i	i	i	i	0	1	i	i	i	i
CC(=O)Nc1ccc(Nc2cc(C)c3ccccc3n2)cc1	i	i	i	i	i	4	-14	i	i	i	i
O=C(NCc1cccnc1)C(=O)Nc1nccs1	i	i	i	i	i	-1	-7	i	i	·	i
O=C(NCc1cccnc1)C1c2ccccc2C(=O)N1C1CCCCCCC1 (stereo not drawn)	i	i	i	i	i	9	-3	i	i	i	i
COc1ccc(Cl)cc1-c1nc(SCC(=O)NC(C)(C)C)n[nH]1	i	i	i	i	i	6	-3	i	i	i	i
Cc1csc(NC(=O)CSc2nnc(-c3ccc(Cl)cc3)n2N)n1	i	i	i	i	i	-1	-9	i	i	i	i
Cc1ccnc(NC(=O)CCS(=O)(=O)c2ccccc2)c1	i	i	i	i	i	-1	7	i	i	i	i
CN(C(=O)COC(=O)C1COc2ccccc2O1)c1c(N)n(Cc2ccccc2)c(=O)[nH]c1=O (stereo not drawn)	i	i	i	i	i	1	-3	i	i	i	i
CCn1c(SCC(=O)N/N=C/c2cc(OC)c(OC)c(OC)c2)nc2ccccc21	i	i	i	i	i	6	-6	i	i	i	i
Cc1ccc(S(=O)(=O)CC(=O)N2CCOCC2)cc1	i	i	i	i	i	-1	4	i	i	i	i
